Screens: PubChem, several laboratories
DNMT1 block – DNMT1 (human) enzyme inhibition; actives 0.83% (n = 360,000); DNMT1 molecular beacon, Hinp1I cleavage, fluorescence; P26358; AID 588458; inhibition (reported as % activation of signal), % at 10 µM; in the data active means inhibition above about 50%
LMPTP inh – LMPTP (human) inhibition | inhibition, % at 20 µM | actives 0.22% (n = 360,000) | recombinant LMPTP-A, OMFP fluorogenic substrate, fluorescence intensity | AID 651560;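 active means compounds that cut the enzyme signal by at least half of the control window in the single-dose screen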;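 further: plate controls were DMSO wells with enzyme plus substrate for no effect and substrate without enzyme for full effect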
Target sequence (P24666 whole entry, looked up): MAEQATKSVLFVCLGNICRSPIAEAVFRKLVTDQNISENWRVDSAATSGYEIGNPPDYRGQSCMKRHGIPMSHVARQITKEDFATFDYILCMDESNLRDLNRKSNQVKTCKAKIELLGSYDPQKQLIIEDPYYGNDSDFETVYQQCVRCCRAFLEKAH
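Test system: LMPTP-A, protein tyrosine phosphatase of low molecular weight; Input: 0.625 nM enzyme; Incubation: 50 min dark incubation at room temperature; Signal: endpoint fluorescence intensity from OMFP dephosphorylation; Read-out basis: % inhibition versus control wells.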
SKN-1 inh – inhibitors of C. elegans SKN-1. C. elegans VP596 Pgst-4::GFP/RFP ratio, acrylamide-induced, 24 h. inhibition, % at 21.8 µM. actives 0.49% (n = 360,000);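 active means interference check ratio from 0.5 to 1.5 plus GFP to RFP signal ratio inhibition reaching or exceeding a fixed threshold, cut at about 30% in these data, passing the limit was not always enough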; further: some compounds called inactive have numbers as strong as hits
TbMetRS inhib – Trypanosoma brucei MetRS inhibition | purified T. brucei MetRS, ATP depletion, Kinase-Glo luminescence | inhibition, % at 11.9 µM | actives 0.4% (n = 360,000);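 active means inhibition above a per-plate cutoff of the control wells' mean inhibition plus 3 SD, cut at about 5.5% in these data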;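 further: 0% = DMSO wells median and 100% = median of wells with control inhibitor compound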
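technique = Kinase-Glo luminescence, ATP depletion format | system = purified MetRS (methionyl-tRNA synthetase) enzyme from Trypanosoma brucei | timing = 15 min preincubation, 2 h reaction, all 25 °C | evaluation = percent inhibition versus plate control medians | dosing = single dose, 11.9 µM final nominal, 0.9% final DMSO | also added = substrates ATP, L-methionine and bulk Escherichia coli tRNA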
Neddylation inh – blocks human cullin neddylation | AID 651699 | TR-FRET cullin neddylation, biochemical | calls only at 25 µM | actives 0.58% (n = 360,000); in the data active means inhibition above about 36%
STEP inh – STEP (human) phosphatase inhibition | P54829 | recombinant STEP, OMFP fluorogenic substrate, fluorescence | inhibition, % at 20 µM | actives 0.25% (n = 360,000);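 active means inhibition at 20 µM, scaled per plate between control wells, above about 37%, limit read from the data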;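 further: 0% = DMSO with enzyme and substrate and 100% = substrate only without enzyme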
Target sequence (P54829 whole entry, looked up): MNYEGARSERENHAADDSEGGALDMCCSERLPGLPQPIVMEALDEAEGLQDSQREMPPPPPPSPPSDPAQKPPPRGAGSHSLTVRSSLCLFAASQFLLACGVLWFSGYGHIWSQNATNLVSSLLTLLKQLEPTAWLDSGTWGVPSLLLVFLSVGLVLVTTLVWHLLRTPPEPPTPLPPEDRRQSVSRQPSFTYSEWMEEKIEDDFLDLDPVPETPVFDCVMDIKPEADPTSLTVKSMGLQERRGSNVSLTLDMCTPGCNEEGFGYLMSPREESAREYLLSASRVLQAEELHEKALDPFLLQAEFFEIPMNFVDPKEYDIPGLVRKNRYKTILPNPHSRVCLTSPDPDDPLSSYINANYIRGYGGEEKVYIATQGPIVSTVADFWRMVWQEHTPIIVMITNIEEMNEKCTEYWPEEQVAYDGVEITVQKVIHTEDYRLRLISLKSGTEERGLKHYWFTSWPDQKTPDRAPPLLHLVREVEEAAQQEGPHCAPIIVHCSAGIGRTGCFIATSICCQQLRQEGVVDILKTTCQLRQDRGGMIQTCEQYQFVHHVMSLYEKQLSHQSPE
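Assay system: isolated STEP enzyme / Timing: 20 min at room temperature, dark / Doses: 20 µM, 1% DMSO / Technique: fluorescence intensity, excitation 480 nm, emission 540 nm / Reagent: fluorogenic phosphatase substrate OMFP at 25 µM final / Measure: percent inhibition scaled to no-enzyme and uninhibited-enzyme controls, plate-pattern corrected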
Scp-1 inhibitor – blocks human Scp-1 phosphatase activity; Recombinant Scp1, phosphopeptide, malachite green phosphate absorbance; inhibition, % at 20 µM; actives 0.88% (n = 340,000); AID 493091;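 active means inhibition above about 50% at 20 µM, limit read from the data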;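 further: plate controls were DMSO wells with enzyme for no effect and wells lacking enzyme for full effect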
Target sequence (Q9GZU7 76-261 limits assumed): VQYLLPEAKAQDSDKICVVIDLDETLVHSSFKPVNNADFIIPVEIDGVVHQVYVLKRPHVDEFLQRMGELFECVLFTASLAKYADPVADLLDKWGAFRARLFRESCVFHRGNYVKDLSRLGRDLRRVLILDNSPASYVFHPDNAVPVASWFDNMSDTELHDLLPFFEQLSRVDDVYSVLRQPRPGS
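System: truncated SCP-1 phosphatase (76-261aa); medium: Tris acetate buffer pH 5.5 with MgCl2 and Tween-20; incubation: 45 min room-temperature reaction, 5 min colour, 30 min stabiliser; compound: single 20 µM dose, 1% DMSO; reagent: Phosphorylated 17-residue peptide substrate; read-out: % inhibition at 20 µM; technique: colorimetric free-phosphate detection, absorbance 630 nm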
SUMO1-SIM PPI – alters human SUMO1 binding to SIM partners; inhibition, % at 20 µM; SUMO1 binding to a labelled peptide, TR-FRET, 1 h; actives 0.33% (n = 360,000); in the data active means inhibition above about 37%
Target sequence (P63165 whole entry, looked up): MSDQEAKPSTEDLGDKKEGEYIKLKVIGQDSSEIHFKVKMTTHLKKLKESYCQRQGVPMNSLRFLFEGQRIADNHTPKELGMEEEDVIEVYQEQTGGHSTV
NadD block – NadD (S. aureus) enzyme inhibition. purified NadD enzyme, colorimetric absorbance read-out. inhibition, % at 20 µM. actives 0.78% (n = 360,000); in the data active means inhibition above about 26%; further: some compounds past the cut are filed as inactive
CendR NRP1 mod – NRP-1/CendR interaction modulation; FAM-RPARPAR peptide binding to NRP-1, fluorescence polarization; actives 0.85% (n = 360,000); inhibition, % at 25 µM; O14786;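 active means inhibition or corrected inhibition above about 18%, plus a signal ratio from 0.5 to 1.5, limit read from the data, passing the limit was not always enough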; further: strong numbers were not always called active
* marks the source's active call; other numbers are inactive results; i = inactive; · = not tested or not shown.

Compound	SUMO1-SIM PPI	TbMetRS inhib	LMPTP inh	CendR NRP1 mod	Neddylation inh	Scp-1 inhibitor	STEP inh	NadD block	DNMT1 block	SKN-1 inh
O=C(c1ccccc1)c1cc2ccc(O)cc2oc1=O	-16	-1.2	-1.3	-8	i	-9	-4	-2	7	18
COC(=O)c1cccc(S(=O)(=O)N(Cc2ccco2)Cc2cc3cc(OC)c(OC)cc3[nH]c2=O)c1	4	-0.1	1.4	-9	i	-3	3	1	-1	2
CCCCC1(C)OC(=O)C(=Cc2c[nH]c3ccccc23)C(=O)O1 (centres undefined)	-7	0.1	1.4	-30	i	-5	0	-8	7	15
C[N+]12CCC(CC1)C(OC(=O)C(O)(c1ccccc1)c1ccccc1)C2 (centres undefined)	0	-0.7	-1.1	10	i	-9	0	2	0	-5
NS(=O)(=O)c1ccc(CCNC(=O)CCNS(=O)(=O)c2ccccc2C(F)(F)F)cc1	2	-0.2	-0.5	-4	i	-8	-3	0	7	3
CC(C)(C)NC(=O)C(c1ccc(-c2ccccc2)cc1)N(C[C@H]1CC[C@@H]([C@@H]2CC[C@H](CO)O2)O1)C(=O)c1ccc2ccccc2c1 (some centres undefined)	-1	-1.3	2.2	5	i	4	0	6	-13	7
O=C(CSc1nc2ccc([N+](=O)[O-])cc2s1)c1ccc2ccccc2c1	-11	-0.8	-0.1	-4	i	-4	1	3	0	15
O=Cc1cn(-c2ccccc2)nc1-c1cccc([N+](=O)[O-])c1	-2	-0.1	2.3	-4	i	·	4	1	-1	13
O=C(CSc1nnc(-c2cccnc2)n1Cc1ccccc1)NCc1ccco1	7	-0.7	-1.0	-23	i	43	-1	7	-2	5
O=C(N/N=C/c1ccoc1)c1ccccc1	-2	0.2	4.2	6	i	40	16	-1	27	7
CC(=O)Nc1ccc(S(=O)(=O)N(C)CC(=O)OCC(=O)N2CCCCC2)cc1	-2	-0.5	-1.0	-1	i	-7	-3	-4	5	21
CCOc1cccc(C(=O)NNC(=O)C2C3C=CC(C3)C2C(=O)O)c1 (centres undefined)	3	-0.5	-1.0	4	i	0	3	-7	3	2
Cc1cc(C)cc(N2C(N)=NC(N)=NC2c2cccc(Cl)c2)c1 (centres undefined)	-5	1.3	-0.4	-2	i	-10	1	-7	2	-5
Cc1ccc(Cn2nc(C)c(NC(=O)c3cc(C)no3)c2C)cc1	5	0.6	-0.4	-11	i	-9	-4	-1	1	5
Cc1cc(C)c2sc(NNC(=O)c3ccc(S(=O)(=O)N4CCc5ccccc5C4)cc3)nc2c1	-4	-0.5	2.3	7	i	-5	2	64*	-22	2
C=C(C)CN1C(=O)C(O)(CC(=O)c2ccc3c(c2)OCCO3)c2ccccc21 (centres undefined)	-6	0.0	-1.5	6	i	-10	2	-7	0	8
CCc1noc(C)c1C(=O)N1CCCC(N2CCN(c3ccccc3F)CC2)C1 (centres undefined)	-4	-0.3	1.1	-4	i	0	0	-4	1	13
Cc1ccc(S(=O)(=O)O/N=C2\CCCc3ccccc32)cc1	0	0.4	-1.4	-15	i	-5	-2	1	-10	15
CCn1c(SC)nnc1-c1sc2cc(Cl)ccc2c1Cl	-5	-1.2	-2.3	7	i	3	1	-6	3	16
CC1CCCC(C)N1C(=O)Cn1c(=O)sc2ccccc21 (centres undefined)	-2	0.1	-0.8	-1	i	0	2	0	-1	-7
COc1cc(C(=O)N(C)Cc2cccc(OC)c2OC)ccc1OCC(=O)Nc1cccc(C(F)(F)F)c1	3	-0.1	2.9	-6	i	-7	2	-6	-7	-2
CC(C)CCN(C(=O)c1ccc(Br)cc1)c1c(N)n(Cc2ccccc2)c(=O)[nH]c1=O	5	-0.3	-1.3	-14	i	-5	-3	4	47	-5
COc1cccc(OCC(O)CN2CCN(c3ncccn3)CC2)c1 (centres undefined)	3	-0.1	-1.3	6	i	-7	1	2	1	2
CC(C)(C)OC(=O)N1CCC(c2c(C(=O)N3CCN(C(=O)c4ccco4)CC3)cnn2-c2cccc(Cl)c2)CC1	1	-0.6	-1.6	3	i	-6	0	2	2	-14
CCOc1ccccc1-n1ccn(CC(=O)Nc2ccc(Br)cc2F)c(=O)c1=O	-5	-0.5	-1.0	-6	i	0	2	5	2	4
CC(=O)c1c(C)[nH]c(C(=O)OCC(=O)c2c(N)n(CC(C)C)c(=O)n(C)c2=O)c1C	-2	-0.3	-0.2	-8	i	-10	2	7	2	12
CN(CC(=O)OCC(=O)NCc1ccccc1)S(=O)(=O)c1ccc(F)cc1	1	-0.3	-1.1	-2	i	-1	-3	2	2	10
Cc1c(NC(=O)Cc2ccccc2)cccc1C(=O)NN1C(=O)c2ccccc2C1=O	-4	-0.5	-1.1	5	i	4	-3	-5	2	-2
O=C(Cn1cccc1C(=O)c1ccccc1)NCc1cccnc1	1	-0.5	-3.3	3	i	-1	-4	5	1	-11
Cc1cc(NS(=O)(=O)c2ccc(Cl)cc2)nn1CC(=O)NCc1ccco1	1	-0.9	-0.4	-7	i	-3	1	7	7	7
CCOCCc1nnc(NC(=O)c2cc(OC)c(OC)c(OC)c2)s1	0	-0.4	0.6	8	i	-2	2	3	2	4
CN(C)C1(CNC(=O)Nc2ccccc2)CCCCC1	-1	-0.6	0.0	3	i	2	0	1	1	6
Cc1nc(C)c(C(=O)N2CCCC(C(=O)c3ccc4ccccc4c3)C2)s1 (centres undefined)	-21	-0.5	-0.9	-7	i	4	-3	-5	0	10
O=C(C1CCN(c2ncnc3c2nc2n3CCCCC2)CC1)N1CCCCC1	-1	-0.1	-1.3	7	i	7	-2	-3	1	-15
O=C(Cc1ccccc1)Nc1cccc(C(=O)O)c1O	-3	-1.2	0.4	2	·	2	-2	-5	0	3
CCc1c(C)nn(C(=O)/C(C#N)=C\N(C)C)c1C	-2	-0.7	-0.9	-37	i	1	-4	-8	-1	16
O=C(c1ccc([N+](=O)[O-])cc1)N1CCN(c2ncc(Br)cn2)CC1	-30	0.7	-1.1	-1	i	-1	0	-5	-1	18
COc1cc(C2Nc3cc(Cl)c(S(N)(=O)=O)cc3S(=O)(=O)N2)cc(OC)c1OC (centres undefined)	-1	-1.1	1.2	-8	i	1	-14	0	2	-11
CN1C2=C(C(=O)CC(C)(C)C2)C(c2cccs2)C2=C1CC(C)(C)CC2=O	-4	0.1	-0.2	-13	·	-13	-2	-6	-4	19
CC(=O)NCC(=O)N(C)C(C(=O)Nc1ccc2c(c1)OCCO2)c1ccccc1 (centres undefined)	0	-1.8	-1.2	-6	i	-3	-2	-3	2	16
O=C(CNS(=O)(=O)c1ccc([N+](=O)[O-])cc1)N/N=C\c1ccc(O)cc1	-32	0.1	1.4	3	i	5	0	-2	0	12
CN1CCCN(C(=O)/C=C/c2ccc(F)cc2)CC1	-3	0.2	-2.5	-4	i	-6	2	2	-1	10
O=C(NCCNS(=O)(=O)c1ccccc1Cl)c1cc(OCC(F)(F)F)ccc1OCC(F)(F)F	-1	-1.3	-0.5	-5	i	-4	-1	-7	0	-19
CCc1nc2c(OCc3ccc(OC)cc3)cccn2c1N(C)C(=O)C(C)C	-5	-0.1	-0.7	-11	i	·	3	0	4	17
CC1(C)NC(=O)N(CCCCOc2ccc(Cl)cc2)C1=O	-3	-0.6	-1.2	7	i	-7	-1	2	-3	8
CCN(C)C1CN(Cc2cn(Cc3ccccc3)nn2)S(=O)(=O)C1 (centres undefined)	-2	-0.7	-1.3	3	i	·	·	3	·	1
Cc1ccc(S(=O)(=O)n2ccc3c(OCCOCCNCc4ccc(F)cc4)cccc32)cc1	-71	-0.5	4.3	4	i	-6	4	0	-3	4
N#Cc1ccc(-c2csc(NNC(=O)c3ccccc3)n2)cc1	-9	-1.1	2.0	4	i	-4	-2	4	-1	-1
O=C(O)CCC(CNS(=O)(=O)c1ccccc1)C(F)(F)F (centres undefined)	-2	0.1	-2.9	-2	i	-4	-2	-1	1	4
CCCCSc1nc(NCc2ccco2)c2c3c(sc2n1)COC(C)(C)C3	3	-1.4	4.0	-28	i	-1	0	7	-4	37
CC(=O)c1ccc(OCC(O)CN2CCN(CCN3C(=O)c4cccc5cccc(c45)C3=O)CC2)cc1 (centres undefined)	-30	0.8	19	4	i	-3	-2	-1	19	2
O=Cc1ccc2c(c1)CCN2Cc1ccccc1	-21	-0.5	0.0	-7	i	0	-1	-4	0	7
CCN1CCN(c2cc(SC(C)C)nc(-c3ccc(OC)cc3)n2)CC1	-1	-0.7	0.6	-2	i	-7	4	-11	-5	12
COc1ccc2nc(NC(=O)CS(=O)(=O)Cc3ccccc3)sc2c1	2	-0.7	-0.4	-5	i	17	-3	3	-1	5
Clc1ccc(C2CSc3c4ncnc-4ncn32)cc1 (centres undefined)	1	-0.3	-0.4	4	i	-1	8	1	-1	-11
Cc1cccc(-n2ncc3c(N4CCC5(CC4)OCCO5)ncnc32)c1	3	-0.6	-0.1	13	i	0	-3	-5	-1	-5
CC(=O)Nc1ccc(SCC(=O)N(C)C2CCS(=O)(=O)C2)cc1 (centres undefined)	2	-0.8	2.4	6	i	5	-4	0	9	-6
CSCCC(NC(=O)c1cccc([N+](=O)[O-])c1)C(=O)O (centres undefined)	-17	-0.4	-1.4	-4	i	-3	1	2	1	1
NC(=O)CSc1nnc(COc2ccccc2)n1Cc1ccco1	2	0.2	0.4	2	i	2	1	1	0	0
CN(Cc1ccccc1)C(=O)c1ccc(Nc2nc(C(N)Cc3ccccc3)cs2)nc1 (centres undefined)	-20	0.1	1.6	-20	i	·	7	6	-10	-8

Some of these compounds in order of length of the SMILES, ascending:
Compound	SUMO1-SIM PPI	TbMetRS inhib	LMPTP inh	CendR NRP1 mod	Neddylation inh	Scp-1 inhibitor	STEP inh	NadD block	DNMT1 block	SKN-1 inh
CN1CCCN(C(=O)/C=C/c2ccc(F)cc2)CC1	-3	0.2	-2.5	-4	i	-6	2	2	-1	10
O=C(O)CCC(CNS(=O)(=O)c1ccccc1)C(F)(F)F (centres undefined)	-2	0.1	-2.9	-2	i	-4	-2	-1	1	4
O=C(CNS(=O)(=O)c1ccc([N+](=O)[O-])cc1)N/N=C\c1ccc(O)cc1	-32	0.1	1.4	3	i	5	0	-2	0	12

The order is random (roughly 4.6% active in at least one column).
